High-throughput results deposited in PubChem BioAssay by National Center for Advancing Translational Sciences (NCATS).
HEK cytotox: Cytotoxic Profiling in HEK 293 Cell Line of Diverse Libraries Using Quantitative High-Throughput Screening; HEK 293 viability, ATP luminescence (CellTiter-Glo), 48-72 h; Potency, µM (titrated, usually from 115 µM), inactives show at the top dose activity change, negative = cytotoxicity, usual class: inhibitors; 94,000 compounds, 6.6% hits; also: potency is read from the fitted curve at half-maximal effect; nearly all actives have a fitted effect of over 60% in size
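ATP-coupled CellTiter-Glo luminescence served as viability read-out, recorded 10 min after reagent addition at room temperature. HEK 293 cells, 250 cells/well, had been incubated with pintool-transferred compound for 48 or 72 hr at 37 degree Celsius.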
SNCA expr inhib: Primary qHTS assay for inhibitors of alpha-synuclein gene (SNCA) expression; HEK-293 SNCA-luciferase knock-in, luminescence, 24 h; Potency, µM (titrated, usually from 57.2 µM), without a hit: at the highest dose activity change, negative = inhibition, actives largely listed as inhibitors; 140,000 compounds, 0.17% hits; AID 1671194, 2021;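 also: potency is read from the fitted curve at half-maximal effect; plate controls were DMSO cells for no effect and cell-free wells for full effect; nearly all actives have a fitted effect of over 45% in size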
IP6K1 inhibitor: Primary qHTS assay for small molecule inhibitors of Inositol hexaphosphate kinase 1 (IP6K1); activity change, % (series mostly up to about 58 µM); IP6K1 kinase, ADP-Glo luminescence, 2 h; hits give low values; Inositol hexakisphosphate kinase 1 (Homo sapiens), Q92551; 140,000 compounds, 0.81% hits; in the data active = activity change below about -25%
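ADP-Glo luminescence measures ADP made by human IP6K1 during a 2 h RT reaction with ATP/IP6 (mix at 1.3 mM/130 uM); top library doses 57.5 and 19.1 uM final.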
3T3 cytotox: Cytotoxic Profiling in NIH 3T3 Cell Line of Diverse Libraries Using Quantitative High-Throughput Screening; NIH 3T3 viability, CellTiter-Glo ATP luminescence, 48-72 h; Potency, µM (titrated, usually from 96.7 µM), for inactives: at the top dose activity change, negative = cytotoxicity, hits mostly inhibitors; 94,000 compounds, 4.3% hits; also: potency is read from the fitted curve at half-maximal effect; nearly all actives have a fitted effect of over 55% in size
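Luminescent ATP readout (CellTiter-Glo, 10 min RT) after 48 or 72 hr compound exposure of NIH 3T3 cells seeded at 400 cells/well in 1536-well format; quantitative HTS.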
Luciferase inh: Firefly luciferase inhibition profiling of diverse chemical library using quantitative high-throughput screening; Potency, µM (highest dose often 115 µM), for inactives: at the top dose activity change, negative = inhibition, most hits filed as inhibitors; Luciferin 4-monooxygenase (Photinus pyralis), P08659; purified P. pyralis luciferase, luminescence, biochemical; 76,000 compounds, 2.5% hits; also: potency is read from the fitted curve at half-maximal effect; nearly all actives have a fitted effect of over 65% in size
Target sequence (P08659 whole entry, looked up): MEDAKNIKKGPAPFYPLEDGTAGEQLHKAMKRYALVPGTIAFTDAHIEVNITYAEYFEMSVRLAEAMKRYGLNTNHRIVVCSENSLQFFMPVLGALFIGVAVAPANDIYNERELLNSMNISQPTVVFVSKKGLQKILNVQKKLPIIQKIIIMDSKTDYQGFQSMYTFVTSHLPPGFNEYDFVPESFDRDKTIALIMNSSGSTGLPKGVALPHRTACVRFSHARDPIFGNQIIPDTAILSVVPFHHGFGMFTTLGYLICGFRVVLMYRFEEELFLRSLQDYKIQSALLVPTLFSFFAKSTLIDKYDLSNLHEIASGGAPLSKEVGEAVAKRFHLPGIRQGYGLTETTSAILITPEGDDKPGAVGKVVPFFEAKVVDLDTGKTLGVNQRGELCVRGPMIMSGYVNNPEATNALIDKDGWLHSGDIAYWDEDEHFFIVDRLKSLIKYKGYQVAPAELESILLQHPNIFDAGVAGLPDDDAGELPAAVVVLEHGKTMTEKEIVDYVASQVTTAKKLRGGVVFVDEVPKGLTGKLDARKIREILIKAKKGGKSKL
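Luminescence read by CCD imager after adding enzyme (10nM final) to wells holding compound, titrated in qHTS. Substrates 10uM each D-luciferin and ATP; buffer 50mM Tris acetate pH 7.5, 10mM Mg acetate, Tween-20, BSA.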
GPT2 inhibitor: Primary qHTS assay for inhibitors of Glutamate pyruvate transaminase 2 (GPT2). 100,000 compounds, 0.25% hits. Potency, µM (top dose mostly 57.7 µM), for the others: at the top dose activity change, negative = inhibition, actives largely listed as inhibitors. Recombinant GPT2, coupled pyruvate oxidase/HRP Amplex Red fluorescence. Alanine aminotransferase 2 (Homo sapiens), Q8TD30; also: potency is read from the fitted curve at half-maximal effect; nearly all actives have a fitted effect of over 60% in size; many of its hits are not listed in these tables
Target sequence (Q8TD30 whole entry, looked up): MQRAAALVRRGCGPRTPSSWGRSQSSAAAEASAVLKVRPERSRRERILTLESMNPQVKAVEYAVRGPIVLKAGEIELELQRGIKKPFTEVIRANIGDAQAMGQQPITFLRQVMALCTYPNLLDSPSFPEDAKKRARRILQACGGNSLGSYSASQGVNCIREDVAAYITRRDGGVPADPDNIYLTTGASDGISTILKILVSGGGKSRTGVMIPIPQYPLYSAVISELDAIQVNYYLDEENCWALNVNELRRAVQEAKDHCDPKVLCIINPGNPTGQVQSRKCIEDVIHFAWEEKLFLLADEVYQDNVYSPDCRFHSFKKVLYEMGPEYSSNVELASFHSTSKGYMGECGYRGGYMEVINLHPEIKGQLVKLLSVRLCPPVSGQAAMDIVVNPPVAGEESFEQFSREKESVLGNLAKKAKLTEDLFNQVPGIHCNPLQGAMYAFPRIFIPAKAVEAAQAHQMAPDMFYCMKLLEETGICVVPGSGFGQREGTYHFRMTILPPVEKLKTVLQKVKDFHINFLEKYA
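Fluorescence read-out: pyruvate from GPT2 turnover coupled to pyruvate oxidase, HRP and Amplex Red (0.2mM ThPP, 0.2U/mL PO and HRP, 50uM Amplex final). Substrates 250uM a-KG, 2mM L-alanine; enzyme 10ng/uL; 30 min RT.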
SNCA viab count: GF-AFC viability counterscreen for inhibitors of alpha-synuclein gene (SNCA) expression | HEK-293-SNCA-luc viability, GF-AFC fluorescence, 24 h | Potency, µM (titrated, usually from 57.1 µM), without a hit: at the top dose activity change, negative = cytotoxicity, actives largely listed as cytotoxic | 150,000 compounds, 0.12% hits;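 also: potency is read from the fitted curve at half-maximal effect; 0% = DMSO-treated cells and -100% = medium-only wells without cells; nearly all actives have a fitted effect of over 30% in size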
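HEK-293-SNCA-luc cells (1500/well) plated 24 h, then exposed 24 h to a dilution series; GF-AFC added 30 min at 37C, fluorescence 405/540 nm; normalised to medium-only and DMSO wells, Hill fit.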
Starred values were filed as active, the others as inactive; i = inactive; ? = inconclusive; · = no result given; ! = not confirmed by another sample; [ ] = remark or other dose. Unless noted, calls follow the shape of the dose curve; as a rule, active = well fitted curve in the direction sought with a large enough effect; inconclusive = small, poorly fitted or top-dose-only effect, or another doubt; inactive = no such curve, though single readings can be large; an effect the other way counts as inactive or inconclusive. Unless noted, % is scaled to controls: 0 for no effect and ±100 for the full control effect.

SMILES	HEK cytotox	SNCA expr inhib	IP6K1 inhibitor	3T3 cytotox	Luciferase inh	GPT2 inhibitor	SNCA viab count
O=C(NCc1ccncc1)C1CN(C(=O)COc2ccc(Cl)cc2)CC12CCOCC2 (centres undefined)	-12%	21%	29	-21%	-10%	-8%	11%
O=C(CC[C@@H]1CNC(=O)[C@@H]2C[C@H](NC(=O)c3ccc(F)c(Cl)c3)CN12)NCc1ccccc1	-14%	-20%	9	-2%	-1%	i	-6%
O=C(CCc1ccccc1)NCC(=O)N1CCN(c2ccccn2)CC1	-1%	16%	19	1%	-7%	i	-11%
Cc1cccc2c1N(Cc1ccccc1OCCC(C)C)C(=O)C2=O	·	?	-11	·	·	·	-20%
COc1cccc(CN2Cc3nc(-c4ccncc4)ccc3OCC2=O)c1	?	-10%[87.6 µM]	-8	?	4%[172 µM]	2%[88.5 µM]	1%[87.6 µM]
CC(=O)Nc1ccc(S(=O)(=O)NC[C@@H]2C=C(C)[C@H](CC(=O)NC3CCCC3)C[C@H]2C(C)C)cc1	?	?	17	?	-5%	-12%	-11%
CCCCn1cc(S(=O)(=O)c2ccccc2)c(=O)c2cc(F)c(N3CCN(CCC)CC3)cc21	·	-5%	2	·	·	·	-10%
O=C(c1ccccc1)N1CCC2(C1)C(=O)N(Cc1ccccc1)c1ccccc12 (centres undefined)	?	?	6	?	0%	i	-23%
CCOC(=O)N1CCc2c(sc3c2c(=O)n(Cc2ccccc2)c(=O)n3Cc2ccccc2Cl)C1	·	2%	33	·	·	·	4%
C#CCNC[C@@H]1C=C(C)[C@H](Cc2nnc(-c3ccccc3F)o2)C[C@H]1C(C)C	71µM*	?	1	?	6%[172 µM]	0%[88.5 µM]	?
CCOCCCNC(=O)C1CCCN1Cc1cccc(-c2cccc(OC)c2)c1 (centres undefined)	25µM*	-5%	2	32µM*	·	i	-5%
COc1ccc(CNC(=O)[C@@H]2CCC[C@@H](NC(=O)C3CC3)CN(C)C(=O)C2)cc1	-5%[172 µM]	13%[87.6 µM]	-4	-7%[138 µM]	-13%[172 µM]	?	5%[87.6 µM]
O=c1c2sc3ccccc3c2n(Cc2cccc(Cl)c2)c(=O)n1Cc1ccco1	·	4%	2	·	·	·	0%
COc1cccc(C(=O)NCCC2CCN(C(=O)Nc3cccc(C)c3)CC2)c1	1%	24%	7	-14%	?	-4%	0%
O=C(C1CCC(Cn2c(=O)c3sccc3n(Cc3cccc(F)c3)c2=O)CC1)N1CCCCC1 (centres undefined)	·	-19%	5	·	·	·	-8%
CCc1noc([C@@H]2CC(F)(F)CN2C(=O)CCn2cc(C)cn2)n1	-1%	14%	6	i	-3%	-20%	1%
CCOC(=O)c1ccccc1NC(=O)c1cc2c(s1)-c1ccccc1SC2	·	8%	18	·	·	·	1%
COc1ccc(-c2noc(CN(C)S(=O)(=O)c3c(C)cc(C)cc3C)n2)cc1OC	·	5%	16	·	·	·	2%
Cc1ccc(NC(=O)C2CCCN2S(=O)(=O)c2cccc3cccnc23)c(C)c1 (centres undefined)	·	26%	-13	·	·	·	2%
COc1ccc(C)cc1NC(=O)C(=O)NCC(c1cccnc1)N1CCc2ccccc21 (centres undefined)	·	-22%	12	·	·	·	-7%
CCOC(=O)C1=C(C)N=C2SC=C(CC(=O)NC(C)CC)N2C1c1cccc([N+](=O)[O-])c1 (centres undefined)	?	14%	12	-17%	-9%	-11%	-8%
CCOC(=O)N1CCc2c(sc(NCc3cc(OC)ccc3OC)c2C(=O)Nc2cc(OC)ccc2OC)C1	·	-12%	-4	·	·	·	-8%
Cn1ncc2c(C(=O)NCCc3ccc(Cl)cc3)cc(-c3ccc(Cl)nc3)nc21	4%	8%	7	-36%	·	i	8%
CO[C@@]12[C@H](COC(N)=O)C3=C(C(=O)C(C)=C(N)C3=O)N1C[C@@H]1N[C@@H]12	·	?	13	·	·	14µM*!	10%
O=C(c1ccc(C(F)(F)F)cc1)N1CCC2(CC1)CNc1ccccc1[S+](=O)([O-])N2	50µM*	4%	5	-12%	3%	-9%	0%
CCn1cnc2c(=O)oc3ccc(S(=O)(=O)N4CCN(c5cc(C)ccc5C)CC4)cc3c21	·	19%	-28*	·	·	·	7%
CCn1c2c(c(=O)n1-c1ccccc1)CCN(C(=O)Cc1ccc3c(c1)OCO3)C2	-18%[172 µM]	-13%[87.6 µM]	1	?	-7%[172 µM]	i	9%[87.6 µM]
COCCCNC(=O)c1oc2c(c1C)-c1nn(Cc3cccc(Cl)c3)cc1CC2	·	1%	6	·	·	·	-15%
COC(=O)[C@@H]1Cc2ncn(C(C)C)c2CN1S(=O)(=O)c1ccc(F)cc1	i	-9%[87.6 µM]	6	-22%[174 µM]	3%[172 µM]	3%[88.5 µM]	5%[87.6 µM]
Cc1ccc(C)c(N(C)C(=O)C2CCN(c3ncnc4c3nc3n4CCCCC3)CC2)c1	·	-6%	9	·	·	·	-13%
Cc1noc(C)c1-c1cc2cc(C(C)C)oc2c(N2CCN(C)CC2)n1	?	?	0	?	-26%[172 µM]	2%[88.5 µM]	?
COc1cccc(C(=O)NCCN2CCN(c3ccc(Cl)cc3)CC2)c1	·	1%	·	·	·	1%	-13%
Fc1ccccc1-c1nnc([C@H]2CCN(Cc3cccc(Cl)c3)C2)o1	?	2%[87.6 µM]	-4	-15%[138 µM]	-5%[172 µM]	i	4%[87.6 µM]
Cc1cc(C)c(C(=O)O)c(N2CCC3(CC2)C(C(=O)O)CC(=O)N3C)n1 (centres undefined)	i	6%	-4	i	-1%	-7%	-3%
CC(=O)N1CCN(c2nccc(Nc3ccccc3F)n2)CC1	?	13%[87.6 µM]	3	-26%[138 µM]	·	i	-8%[12.5 µM]
CC/C=C/CC1=C(CCCCCCCC(=O)O)CCC1=O	·	·	-3	·	·	i	-15%
CC(=O)c1ccc(NS(=O)(=O)c2ccc(-c3cnc(C4CC4)o3)cc2)cc1	·	37%	-5	·	·	·	5%
O=C(Cn1nc2c(cc1=O)CCCCC2)NC1CCCc2c1[nH]c1ccccc21 (centres undefined)	?	-26%	-7	?	-12%	i	-14%
Nc1ncccc1CN1CC[C@@H]2OCC(=O)N(Cc3c[nH]c4ccccc34)[C@H]2CC1	?	-6%[87.6 µM]	4	?	3%[172 µM]	i	-6%[87.6 µM]
CN(C)c1ccc(-c2nnnn2[C@H]2CO[C@H]3[C@@H]2OC[C@@H]3NS(=O)(=O)c2ccc3ccccc3c2)cc1	i	-5%	6	-12%	0%	-5%	0%
Cc1cccc(CN2CCN3C(=O)N(Cc4ccc(F)cc4)C[C@H]3C2)n1	-24%[172 µM]	4%[87.6 µM]	-6	-16%[138 µM]	-14%[172 µM]	i	-1%[87.6 µM]
CCOc1cccc(C2Nc3ccccc3-c3cc(C)nn32)c1O (centres undefined)	·	-4%	-7	·	·	·	?
Cc1ccc(CCNC(=O)CN(c2ccc(C(C)C)cc2)S(=O)(=O)c2c(C)nn(C)c2C)cc1	·	0%	8	·	·	·	3%
Cc1cccc(OCC2(CNCc3c(C)noc3C)C[C@@H](O)[C@@H](O)C2)n1 (some centres undefined)	-24%[172 µM]	-6%[87.6 µM]	12	-28%[174 µM]	-9%[172 µM]	i	2%[87.6 µM]
Cc1noc(CC2CCN(C(=O)C3CCN(C(=O)C4CCCC4)CC3)CC2)n1	-13%	9%	14	-24%	-10%	i	-5%
O=C(NCc1ccco1)C1COC2(CCCCC2)N1C(=O)c1cccc([N+](=O)[O-])c1 (centres undefined)	-8%	8%	-8	-11%	-2%	-5%	-1%
CC(=O)N(C1CC1)C1CCOC2(CCN(C(=O)c3cccc4nccnc34)CC2)C1 (centres undefined)	-24%	-1%	-10	-28%	4%	i	8%
COc1ccc2cc(CNc3ccc(C)cc3)c(=O)n(CC(=O)Nc3cccc(Cl)c3C)c2c1	·	-21%	-8	·	·	·	-11%
CC(=O)Nc1ccc(CN2CCC3(CC2)CC(=O)c2ccccc2O3)cc1	-15%	40%	1	?	-10%	i	-4%
COc1ccc(NC(=O)N2CCc3c(sc4c3CCCC4)C2c2ccc(F)cc2)cc1 (centres undefined)	·	?	-18	·	·	·	-8%
CCCCN(CCCC)S(=O)(=O)c1ccc2oc(C(=O)NCc3ccc(C)cc3)c(C)c2c1	·	5%	12	·	·	·	1%
COCc1nnc2n1CCC(NC(=O)CCc1nc3ccccc3s1)CC2 (centres undefined)	-15%	1%	-12	-2%	-17%	i	-15%
O=C1CCN(CC(O)C(F)(F)F)c2ccc(F)cc2CN1Cc1ccco1 (centres undefined)	-19%	·	-8	?	·	·	·
CNC(=O)CCn1ncc2cc(OC3CCc4cccc(-c5ccccc5F)c43)ccc21 (centres undefined)	?	?	-7	50µM*	-3%[172 µM]	3%[88.5 µM]	?
CCc1ccc(C(c2ccccc2)c2c(C)[nH]c3ccccc23)s1 (centres undefined)	·	38%[activator]	-16	·	·	·	4%
CCc1ccccc1Nc1nc(-c2cccc(OC)c2OC)no1	?	96%[activator]	18	?	14µM*	i	-6%
COc1ccc(Nc2ncnc3c2cnn3-c2ccc(C)cc2)cc1Cl	·	97%[activator]	10	·	·	·	-8%
CCOc1ccccc1Nc1sc(C(=O)c2ccc(Cl)cc2)c(N)c1S(=O)(=O)c1ccccc1	·	8%	7	·	·	·	13%
C1=C(c2nc(-c3cccc4[nH]ncc34)cc3c2ccn3Cc2cccnc2)CCOC1	89µM*	-2%[87.6 µM]	-14	?	-1%[172 µM]	?	?
OC[C@@H]1O[C@H](CNC2CCOCC2)[C@H](N2CCCC2)[C@@H]1O	i	9%[87.6 µM]	-5	i	-2%[172 µM]	-8%[88.5 µM]	-3%[87.6 µM]
COc1cccc(CNC(=O)C(Cc2ccccc2)NS(=O)(=O)c2ccc3c(c2)CCN3C(C)=O)c1 (centres undefined)	·	13%	18	·	·	·	-16%

An excerpt of these results, bar-delimited:
Compound | HEK cytotox | SNCA expr inhib | IP6K1 inhibitor | 3T3 cytotox | Luciferase inh | GPT2 inhibitor | SNCA viab count
CC(=O)N1CCN(c2nccc(Nc3ccccc3F)n2)CC1 | ? | 13%[87.6 µM] | 3 | -26%[138 µM] | · | i | -8%[12.5 µM]
CC/C=C/CC1=C(CCCCCCCC(=O)O)CCC1=O | · | · | -3 | · | · | i | -15%
